Assay outcomes as filed in PubChem.
Cav32 inh: blocks human Cav3.2 T-type calcium channel | hit rate 4% among 100,000 | B-score at 10 µM | Cav3.2-expressing cells, Fluo-4 calcium fluorescence FDSS; hits give low values | O95180;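 active = single-dose well whose peak fluorescence ratio is a statistical outlier from its plate by either plate-standardised score or position-corrected B-score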
An asterisk follows results filed as active.

mol,Cav32 inh
CCOC(=O)c1sc(N)nc1C(C)(C)C,-0.22
O=c1[nH]c2c(s1)C(c1ccccc1)C1C3CCC(C3)C1S2 (stereo not given),-0.75
CCN(CCCNC(=O)C1CCC(=O)N1Cc1ccc(C)cc1)c1cccc(C)c1 (stereo not given),-3.4*
Cc1nc(NCCc2ccccc2)c2oc3ccccc3c2n1,-1.9
O=C(c1cccc(F)c1)N1CCc2ccccc2C1,0.0068
C=CCNC(=O)c1cnc2n(c1=O)CCS2,0.28
Cc1cc(=O)oc2cc(OCC(=O)NCc3ccco3)ccc12,0.0011
CCOC(=O)CSc1nc2sc3c(c2c(=O)n1C1CCCCC1)CCN(C)C3,0.43
CCOc1ccc(CNC(=O)c2cc3oc4ccccc4c3n2C)cc1,0.46
Cc1ccc(C2c3c(-c4ccccc4O)n[nH]c3C(=O)N2Cc2ccncc2)cc1 (stereo not given),0.78
O=C(CSC1=NS(=O)(=O)c2ccccc21)Nc1ccccc1,-1.6
CCn1c(SCC(=O)NCc2ccco2)nc2cccnc21,0.35
CN(C)c1nc(OCCOC(=O)c2ccccc2)nc(N(C)C)n1,-1.2
CC(C)n1cc(C(=O)c2cc(Br)ccc2O)cc(C#N)c1=O,0.12
Cc1ccc(-c2ccc(=O)n(CC(=O)NCCCN3CCCCC3)n2)cc1,-1.9
Cc1onc(-c2ccccc2Cl)c1C(=O)N1CCCCC1C(=O)O (stereo not given),0.039
Cc1ccc2c(C(=O)CN3CCSCC3)c(C)[nH]c2c1,-0.26
CCN1CCN(C(=O)c2cc3sccc3n2CC(=O)c2ccccc2)CC1,1.1
O=C(CN1C(=O)c2cccc3cccc1c23)N1CCN(Cc2ccc3c(c2)OCO3)CC1,0.27
O=C(NN1c2ccccc2CCc2ccccc21)c1ccccc1Br,-1.8

No new results follow: an excerpt of the list.
mol,Cav32 inh
CCOC(=O)c1sc(N)nc1C(C)(C)C,-0.22
O=c1[nH]c2c(s1)C(c1ccccc1)C1C3CCC(C3)C1S2 (stereo not given),-0.75
CCN(CCCNC(=O)C1CCC(=O)N1Cc1ccc(C)cc1)c1cccc(C)c1 (stereo not given),-3.4*
Cc1nc(NCCc2ccccc2)c2oc3ccccc3c2n1,-1.9

The list continues.
mol,Cav32 inh
CCOC(=O)N1CCC(N2C(=O)c3ccccc3C2Nc2ccc3c(c2)OCCO3)CC1 (stereo not given),-0.026
COc1ccc(Cc2nc3ccc(S(=O)(=O)N4CCOCC4)cc3[nH]2)cc1OC,-0.011
O=C(CSc1nccc(-c2ccc(Br)cc2)n1)NCCc1ccccc1,-0.65
CCOC(=O)Nc1ccc(S(=O)(=O)Nc2cc(C)nc(C)n2)cc1,1
COC(=O)c1ccccc1NC(=O)CN(C)S(=O)(=O)c1ccc(OC)cc1,-0.21
O=C(NCc1nc2ccccc2[nH]1)C1=C[C@H](C2CCCCC2)C[C@H](OCCCCO)O1,-1.3
CCCC(=O)Nc1cccc2c1CCCC2,0.04
CSc1ccc(Cl)c(C(=O)NCc2ccco2)c1,0.26
CC1(C)Cc2c(c(=S)nc(-c3ccccc3)n2CCOCCO)CO1,-1.5
CC(=O)N1CCN=C1SCc1ccccc1Cl,0.74
CCC(=O)n1nc(-c2cccnc2)nc1NCc1ccc(OC)cc1,0.71
Clc1ccc(C=NC23CN4CN(CN(C4)C2)C3)cc1,0.87
O=C(NC1CC1)C1CCN(c2ccc(S(=O)(=O)N3CCOCC3)cc2Cl)CC1,-0.35
COc1ccc(C(CCN2CCCC(C)C2)c2c(OC)cc(OC)c3c2OC(=O)CC3c2cc(OC)c(OC)c(OC)c2)cc1 (stereo not given),-0.98
COc1ccc([C@@H]2C[C@@H](c3ccccc3)Oc3cc(OC)c(OC)c(OC)c32)cc1,-0.29
CCOCCCNC(=S)N1C2CCC1CC(NC(=O)NC1CCCCC1)C2 (stereo not given),1.2
Cc1ccc(-c2c(C#N)c(N)nc3c2CCCCCC3)o1,-0.57
O=C(C1CCN(Cc2ccc(F)cc2)CC1)N(CCO)Cc1ccccc1,0.5
Clc1ccc(CSc2nnc(/C=C/c3ccccc3)o2)cc1,0.0052
COc1ccc(NC(=O)CNCCC2=CCCCC2)cc1,-0.35

Additional results.
mol,Cav32 inh
Cc1ccc(S(=O)(=O)N2CCN(C(=O)c3cc(=O)[nH]c4ccccc34)CC2)c(C)c1,0.56
COc1ccc(OCCn2c(NC(=O)c3ccco3)nc3ccccc32)cc1,-0.55
N#Cc1nc(Cc2cccc3ccccc23)oc1NCCN1CCCCC1,-0.61
O=C(COC(=O)c1cccs1)NCc1ccco1,-0.29
CCOC(=O)N1CCC(=C2c3ccc(Cl)cc3CCc3cccnc32)CC1,-4.7*
CC1CC(c2ccccc2)n2nc(NC(=O)c3cccs3)nc2N1 (stereo not given),0.92
CCOC(=O)c1nnn(-c2nonc2-n2cccc2)c1C,0.52
COc1cccc(C2CC(=O)Nc3cc(OC)c(OC)c(OC)c32)c1OC (stereo not given),0.064
COCCn1c(SCC(=O)Nc2cc(C)cc(C)c2)nnc1C(C)C,0.043
O=C(N/C=C\c1ccccc1)NCc1ccc(Cl)cc1,-0.15
CCc1nc(SCC(=O)N2CC(=O)Nc3ccccc32)c2c(C)c(C)sc2n1,-1.1
Cc1noc(NS(=O)(=O)c2ccc(NC(=O)CSc3nc4c(cc3C#N)CCC4)cc2)c1C,1.1
O=C1CC(c2ccccc2)c2ccc(O)cc2O1 (stereo not given),0.23
Cc1ccc(S(=O)(=O)N2CCN(S(=O)(=O)N3CCCCC3)CC2)cc1,-0.41
COc1ccc(CSc2nnc(SCc3ccc([N+](=O)[O-])cc3)s2)cc1,-0.033
O=C(NC(=S)Nc1nc(-c2ccc(Br)cc2)cs1)c1cccnc1,-0.15
CCCCN(C(=O)NC(=O)Nc1ccccc1OC)S(C)(=O)=O,-0.38
COc1ccccc1Nc1nc(N)nc(CN(C)C2CCCCC2)n1,0.69
CC/C(C)=C1\SC(N2CCOCC2)=NC1=O,1.2
CCN1CCN(C(=O)CN2C(=O)c3cccc4cccc2c34)CC1,0.33

Additional entries.
SMILES,Cav32 inh
CCNC(=O)COc1ccc(Br)cc1Cl,0.87
CCOc1ccc(S(=O)(=O)NCc2ccccn2)cc1,0.2
Nc1ccccc1C#Cc1cnccn1,0.75
COc1ccc(-c2ccc(S(=O)(=O)N3CCOCC3)cc2)cc1,-3.1
O=c1c2ccccc2nc2n1C(CSc1ccc(F)cc1)CN2 (stereo not given),1.2
CC1(C)CC(=O)C2(CC3=C(CC(C)(C)CC3=O)O2)C(=O)C1,-0.67
CC(C)NC(=O)c1onc(CSc2ccccc2)c1C(=O)O,0.96
COc1ccc(OC)c(/C=N/NC(=O)c2cc[n+](CC(=O)c3ccccc3)cc2)c1,0.25
O=C(CCc1nc2ccccc2c(=O)[nH]1)OCC(=O)N1CCN(S(=O)(=O)c2ccccc2)CC1,0.22
Cc1cc(C)n(-c2cc(N3CCN(C(=O)c4ccccc4C)CC3)ccc2[N+](=O)[O-])n1,1.4
CN(CC(=O)NC1CCCCC1)S(=O)(=O)c1ccc(Br)s1,0.015
CCCCOC(=O)Nc1nnc(-c2ccccc2OC)s1,0.27
c1ccc(Cc2nnc3sc(-c4ccco4)nn23)cc1,-0.45
O=C(CN1CCC(C(O)(c2ccccc2)c2ccccc2)CC1)Nc1ccccc1,-2.4*
CC(C(=O)N1CCOCC1)(c1ccccc1)c1ccccc1,-0.73

Continued:
SMILES,Cav32 inh
CCOC(=O)N1CCN(CC(=O)Nc2cc(OCC)ccc2OCC)CC1,0.88
O=[N+]([O-])c1ccccc1N/N=C\c1ccccc1Cl,2.9
Cc1ccc(-n2c3c(c(=O)[nH]c2=O)C(C(F)(F)F)(C(F)(F)F)NC(=O)N3)cc1,1.3
COC(=O)\C(C(C)=O)=C(/C=C/C=C/N(C)C)N(C)C,-0.43
Cc1ccc(Nc2nc(CSc3nnc(-c4cccs4)o3)cs2)cc1,-1.2
O=C(NCCCN1CCCC1=O)c1ccccc1NS(=O)(=O)c1ccc(Br)cc1,0.98
Cc1ccc2c(CC(=O)NCc3ccco3)coc2c1C,-9.4*
COc1cccc(-c2nn3c(-c4cccc(C)c4)nnc3s2)c1,-1.9
CCOc1ccccc1C(=O)N1c2ccccc2Sc2ccccc21,-5.6*
CC(=O)c1cccc(NC(=O)Nc2cnn(Cc3ccc(F)cc3)c2)c1,-1.4
Cc1cc(-c2ccccc2)c(C#N)c(N)n1,-0.75
COc1ccc(OC)c(C(c2nnnn2Cc2ccccc2)N2CCN(C)CC2)c1 (stereo not given),0.056
O=C(c1ccco1)N1CCC(c2ccccc2)C1 (stereo not given),0.095
CCCC(=O)Nc1ccc2oc(-c3cccnc3)nc2c1,0.35
Cn1c(SCC(=O)NCc2ccco2)nnc1-c1cccs1,-0.32

Ordered by length of the SMILES (lowest first): some entries from above.
SMILES,Cav32 inh
Cc1cc(-c2ccccc2)c(C#N)c(N)n1,-0.75
O=C(c1ccco1)N1CCC(c2ccccc2)C1 (stereo not given),0.095
CCCC(=O)Nc1ccc2oc(-c3cccnc3)nc2c1,0.35
Cn1c(SCC(=O)NCc2ccco2)nnc1-c1cccs1,-0.32
COC(=O)\C(C(C)=O)=C(/C=C/C=C/N(C)C)N(C)C,-0.43
COc1ccc(OC)c(C(c2nnnn2Cc2ccccc2)N2CCN(C)CC2)c1 (stereo not given),0.056
Cc1ccc(-n2c3c(c(=O)[nH]c2=O)C(C(F)(F)F)(C(F)(F)F)NC(=O)N3)cc1,1.3

New compounds follow
SMILES,Cav32 inh
COC(=O)c1ccc(/C=N/n2cnnc2)cc1,0.57
CCOC(=O)N1CCN(C(=O)c2cnn3c(C(F)F)cc(-c4ccc(C)cc4)nc23)CC1,-1.2
CCOc1ccccc1NC(=O)CCn1c(=O)oc2ccccc21,0.0096
O=C(CCCn1c(=O)[nH]c2ccsc2c1=O)N1CCN(c2ccccn2)CC1,0.48
O=C(OCn1nnc2ccccc2c1=O)C1CCCCC1,-0.075
Cc1cc2c(cc1C)NC(c1c(C)n(C)n(-c3ccccc3)c1=O)C1=C(CC(C)(C)CC1=O)N2 (stereo not given),-0.91
CC1(C)Oc2ccc(NC(=O)c3ccco3)cc2O1,-0.56
N#CCCN1CCN(C(=S)c2ccc(-c3cccc(Cl)c3)o2)CC1,-1.2
COc1cc(=O)n2c(-c3ccccc3)csc2n1,0.011
N#Cc1cccc2cnccc12,0.55
Cn1c2ccccc2c2ncn(CCN3CCOCC3)c(=O)c21,0.63
O=C(NCc1n[nH]c(=S)n1-c1ccccc1)c1ccc(S(=O)(=O)N2CCOCC2)cc1,0.01
CCn1c(COc2ccccc2)nnc1SCC(=O)Nc1cc(C)ccc1OC,-1.3
CN1C[C@H](C(=O)NC2(C)OC3(O)[C@@H]4CCCN4C(=O)[C@H](Cc4ccccc4)N3C2=O)CC2c3cccc4[nH]cc(c34)C[C@H]21 (stereo not given in full),0.7
O=C(Cn1cnc2ccccc2c1=O)OCCCCN1C(=O)c2ccccc2C1=O,-0.45

Next section
SMILES,Cav32 inh
O=C(c1ccc(Oc2ccccc2)cc1)c1nc2c(n1O)CCCC2,-1.7
Cc1cc(C(=O)N2CCN(C/C=C/c3ccccc3)CC2)no1,0.9
Cc1cc2cc(CNC(=O)c3ccc(S(=O)(=O)N(C)C)cc3)ccc2n1C,0.56
Cc1cc(Cl)ccc1OCCCC(=O)N1CCCc2ccccc21,-1.2
O=c1n(Cc2ccc(Cl)cc2)c2sc3c(c2c2ncnn12)CCCC3,0.084
CCCCOc1ccc(Br)cc1/C(C)=N/NC1=NCCN1,-6.7*
COc1ccc(NC(=O)COC(=O)c2c3c(nc4ccccc24)CCCC3)cc1,-2.6
Cc1sc(-n2c(C)cc(C=O)c2C)c(C(=O)O)c1C,0.012
O=S(=O)(c1ccc2nc(Cc3cccc(C(F)(F)F)c3)[nH]c2c1)N1CCOCC1,-2.1
C/C(=C\C(=O)O)C(=O)Nc1nccs1,0.3
Cc1cc(C)n(-c2ncnc3sc4c(c23)CC(C)CC4)n1 (stereo not given),-0.017
NC(Cc1cccc2nsnc12)C(=O)O (stereo not given),1.1
O=C(Nc1cccc(C(F)(F)F)c1)c1ccco1,0.21
O=S(=O)(c1ccc(Br)s1)N1CCN(Cc2ccc3c(c2)OCO3)CC1,-1.5
Cc1nnc(C)n1/N=C/c1cc(Br)cc(Br)c1O,-9.6*

More compounds:
SMILES,Cav32 inh
COc1ccc(OC)c2sc(NC(=O)C(C)C)nc12,-1.2
COC(=O)c1oc2ccc(OC)cc2c1N,0.53
CCOC(=O)C1C(=O)C=C(C)C(C(=O)OCC)C1c1ccc(OC)cc1 (stereo not given),-0.16
COC(=O)CCNc1ccc2c(c1)OCCO2,0.01
COc1cc(C(=S)N2CCC(C)CC2)ccc1O,0.56
NC(=O)CSCc1nc2ccccc2s1,0.34
COc1ccc(OCC(O)Cn2cnc(-c3ccc(Br)cc3)c2)cc1 (stereo not given),0.68
COc1ccc(-c2nnc(SCC(=O)NCc3ccco3)n2C)cc1,-0.88
COc1ccc(Cn2c(SCc3ccc(C)cc3)nc3cc(OC)c(OC)cc3c2=N)cc1Cl,-0.17
N#Cc1c(NC(=O)CSc2nc(-c3ccco3)cc(C(F)(F)F)n2)sc2c1CCCC2,-0.045
Clc1ccccc1CSc1ncn(-c2ccccc2)n1,-2
c1ccc2c(c1)nc(NCC1CCCO1)c1nnnn12 (stereo not given),-1.1
CNC(=S)Nc1ccc(Nc2ccccc2)cc1,0.6
CC1(C)CC(=O)C(=Cc2cn(-c3ccccc3)nc2-c2ccc(Cl)cc2)C(=O)C1,0.31
CC(C)CCn1c(Br)nc2c1c(=O)n(CC(N)=O)c(=O)n2C,1

Following part.
SMILES,Cav32 inh
Cc1cccc(Oc2sc(C(=O)c3ccccc3)c(N)c2C#N)c1,-0.093
O=S1(=O)C=C(Sc2nc3ccccc3s2)c2ccccc21,1.7
CC(=O)Oc1ccc(NC(=O)CSc2ccccc2)cc1,0.56
CCN(CC)C(=O)CSc1nnc(COc2ccccc2)n1CC,0.46
C=CCN1C(=O)CSc2ccc(C(=O)N3CCC(C)CC3)cc21,-0.097

A portion of the library. The share of hits here may be higher or lower than overall.
